Screening data as filed in PubChem.
CAL PDZ FP-1: blocks peptide binding to human CAL PDZ domain | purified CAL PDZ, TMR-peptide fluorescence polarization, 1 h | inhibition, % at 20 µM | 330,000 tested, 0.02% active | AID 504414;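 active = highest replicate inhibition of at least 40%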;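 also: plate controls were DMSO neutral control wells for no effect and unlabeled competitor peptide control wells for full effect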
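System: purified tagged CAL PDZ domain construct (CerCALP). Schedule: 1 h incubation at room temperature before polarization reading. Medium: 25 mM sodium phosphate pH 7.4, 150 mM NaCl, TCEP, IgG, Thesit. Read-out: percent inhibition from loss of millipolarization. Measured by: FP readout, S and P plane fluorescence. Probe or stimulus: fluorescent TMR peptide probe.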
PKA-R2B act: PKA-R2B complex activation; P22694+P31323; PKA-R2B holoenzyme dissociation, Cy5-IP20 fluorescence polarization; R2B truncated from residue 108, S112A mutant; 0% DMSO only, 100% 113 µM cGMP; activation, % at 11.4 µM; 340,000 tested, 0.079% active; AID 504700;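 active = activation above a cutoff set at the mean over all compounds plus 3 SD, cut at about 18% in these data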;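 also: higher means more holoenzyme dissociation and a rise in polarization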
Rtt109 HAT inh: blocks Candida albicans Rtt109/Vps75 acetyltransferase activity; Q5AAJ8; purified Rtt109/Vps75, ThioGlo CoA-SH fluorescence, 4 h; inhibition, % at 34.9 µM; 330,000 tested, 0.16% active;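 active = inhibition of at least 50% in every replicate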
Target sequence (Q5AAJ8 whole entry, looked up): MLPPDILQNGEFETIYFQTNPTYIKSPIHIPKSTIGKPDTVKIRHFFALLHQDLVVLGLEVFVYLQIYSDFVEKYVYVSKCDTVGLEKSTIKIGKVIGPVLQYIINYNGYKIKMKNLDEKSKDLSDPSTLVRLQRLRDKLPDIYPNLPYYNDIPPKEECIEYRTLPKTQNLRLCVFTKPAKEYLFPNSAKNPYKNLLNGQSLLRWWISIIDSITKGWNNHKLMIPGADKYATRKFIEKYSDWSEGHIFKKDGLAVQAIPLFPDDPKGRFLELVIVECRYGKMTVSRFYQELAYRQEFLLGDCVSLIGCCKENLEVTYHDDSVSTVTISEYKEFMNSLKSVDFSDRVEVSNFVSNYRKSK
C-LANA FP: blocks KSHV LANA C-terminal domain binding to DNA; MBP-C-LANA/FAM-LBS DNA binding, fluorescence polarization; inhibition, % at 9 µM; 340,000 tested, 0.078% active;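 active = highest replicate inhibition at or above 60% at 9 µM, even if other replicates fall short; inactive = all replicates below 60% inhibition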;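 also: 0% = neutral control wells and 100% = 4 µM acridine orange control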
DAGLB inhibitor: blocks human DAGLB lipase activity; Q8NCG7; HEK293T DAGLB membrane lysate, EnzChek fluorogenic substrate; inhibition, % at 5.17 µM; 340,000 tested, 0.059% active; AID 504411; in the data active = inhibition above about 34%;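 also: 0% = enzyme with vehicle and 100% = wells lacking enzyme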
RTF Ca sens act: cardiac RTF calcium sensitization; P19429+P45379; IANBD-labeled TnC RTF fluorescence at EC20 calcium; 0% EC20 calcium, 100% full calcium; activation, % at 7.2 µM; 340,000 tested, 0.24% active;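 active = activation above the mean over all tested compounds plus 3 SD, cut at about 30% in these data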;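 also: rise in fluorescence read as greater calcium sensitivity of cardiac thin filaments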
Cardiac RTF inh: cardiac RTF calcium desensitization; P19429+P45379; inhibition, % at 7.15 µM; AID 493244; IANBD-labeled cardiac RTF, Ca2+ fluorescence; 340,000 tested, 0.12% active;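 active = inhibition above the mean inhibition of all tested compounds plus 3 SD, cut at about 17% in these data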;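 also: assay run at fixed EC70 calcium of 1.6 mM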
Keap1-Nrf2 PPI: disrupts human Keap1 binding to Nrf2 peptide; Q14145; Keap1 Kelch-Nrf2 peptide fluorescence polarization, 1536-well; inhibition, % at 9.4 µM; 340,000 tested, 0.15% active; AID 504523; in the data active = inhibition above about 12%;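 also: human Keap1 Kelch domain with fluorescein labeled Nrf2 9mer peptide probe; 0% = neutral control wells and 100% = peptide positive control; higher means more block of Keap1 binding to Nrf2 peptide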
Target sequence (Q14145 whole entry, looked up, the tested form may be a part): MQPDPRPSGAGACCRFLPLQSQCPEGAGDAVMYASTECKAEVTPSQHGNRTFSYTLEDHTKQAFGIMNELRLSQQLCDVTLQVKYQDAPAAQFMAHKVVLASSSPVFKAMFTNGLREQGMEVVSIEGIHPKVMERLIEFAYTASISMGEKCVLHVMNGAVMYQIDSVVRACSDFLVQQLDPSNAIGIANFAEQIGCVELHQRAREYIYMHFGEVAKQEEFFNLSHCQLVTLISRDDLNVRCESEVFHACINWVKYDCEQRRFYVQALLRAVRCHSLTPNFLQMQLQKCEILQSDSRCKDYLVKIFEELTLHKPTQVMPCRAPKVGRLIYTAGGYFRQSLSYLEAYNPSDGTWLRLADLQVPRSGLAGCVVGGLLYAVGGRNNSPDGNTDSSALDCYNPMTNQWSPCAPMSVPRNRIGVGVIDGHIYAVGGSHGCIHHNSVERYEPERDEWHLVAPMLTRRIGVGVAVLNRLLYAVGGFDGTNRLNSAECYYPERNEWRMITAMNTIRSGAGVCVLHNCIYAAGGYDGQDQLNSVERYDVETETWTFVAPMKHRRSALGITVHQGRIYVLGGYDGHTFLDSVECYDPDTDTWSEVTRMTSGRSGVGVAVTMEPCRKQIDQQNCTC
CAL PDZ FP-2: inhibitors of human CAL PDZ peptide binding | Q9HD26 | purified CAL PDZ, TMR-peptide fluorescence polarization, 1 h | inhibition, % at 24.9 µM | 300,000 tested, 0.92% active | AID 602252;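 active = mean inhibition of at least 30% with at least half of replicates also reaching 30%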;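 also: 0% = DMSO neutral control and 100% = excess unlabeled competitor peptide PRC23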
SR-BI uptake up: activators of SR-BI mediated HDL lipid uptake | CHO ldlA[mSR-BI] cells, DiI-HDL uptake fluorescence, 3 h; 100 = double the neutral-control signal | 320,000 tested, 0.096% active | activation, % at 12.5 µM;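 active = mean replicate activation of at least 60% and every replicate at or above 60%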;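 also: 0% = median plate neutral-control signal and 100% = twice that signal; values of inactives mirror those of a sister screen read the other way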
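Test system: SR-BI-overexpressing, LDLR-lacking CHO cells; Medium: Ham's F12 with 0.5% BSA, HEPES 25 mM, pH 7.4; Schedule: 3 h, 37 °C; Technique: bottom-read fluorescence, 550/595 nm.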
Numbers without * were called inactive; / = no result given. Not a hit list (roughly 1.6% active in at least one column).

Compound,CAL PDZ FP-1,PKA-R2B act,Rtt109 HAT inh,C-LANA FP,DAGLB inhibitor,RTF Ca sens act,Cardiac RTF inh,Keap1-Nrf2 PPI,CAL PDZ FP-2,SR-BI uptake up
CCOc1ccccc1NC(=O)CSc1nnc(-c2ccccc2Cl)n1Cc1ccco1,-1.2,0,8,1.2,-2,-4,8,-5,-4,-42
Cc1ccc(C(=O)/C=C/NNC(=O)c2ccccc2O)cc1,/,-1,3,-2.5,0,-2,-6,-1,1,-38
CCOC(=O)C1(Cc2ccc(O)cc2)NC(c2ccccc2F)C2C(=O)N(C)C(=O)C21 (stereo not drawn),-0.6,4,1,1.3,0,-3,-6,-2,1,-2
CC(C)C1Oc2ccccc2N(CC(=O)N(Cc2ccccn2)CC2CCCO2)C1=O (stereo not drawn),0.2,7,8,0.2,0,-2,3,-2,/,-8
COc1ccc(N2CCN(C(c3ccccc3OC)c3nnnn3Cc3ccco3)CC2)cc1 (stereo not drawn),-1.2,-1,4,1.1,0,-6,-2,9,/,-22
CCN1CCCC1CNC(=O)CN1C(=O)COc2ccc(C)cc21 (stereo not drawn),-2.3,2,1,1.1,-3,5,-5,-11,/,/
COc1ccccc1N1CCN(c2nccc(C)n2)CC1,-0.5,7,-1,-3.8,-6,-4,-4,-3,3,11
O=C(Nc1ccccc1OC(F)(F)F)c1ccc([N+](=O)[O-])cc1,-0.6,-3,10,-1.1,-4,-2,-3,0,-5,-5
C[C@H](CO)N1C[C@H](C)[C@@H](CN(C)C(=O)Nc2ccc(C(F)(F)F)cc2)Oc2ccc(NS(=O)(=O)c3cn(C)cn3)cc2C1=O,-0.4,6,10,0.9,-4,-3,7,-1,-1,-16
CC1Cc2ccccc2N1c1ncnc(N)c1[N+](=O)[O-] (stereo not drawn),0.4,0,-9,0.2,3,-1,1,-1,0,1
CC(=O)c1c(C)nc(-c2ccccc2)nc1NC(=O)C(C)C,-0.6,-1,3,-1.6,-1,9,-2,-2,-1,-21
CCCCn1nc(C(=O)O)ccc1=O,-0.5,-3,8,-0.8,0,2,-15,-4,4,35
Cc1ccc(C(=O)CSc2ncn[nH]2)cc1,0.6,-9,8,0.9,0,5,-6,-4,3,0
COc1cc(O)c(C(CCN2CCN(c3ccccc3)CC2)c2ccc3c(c2)OCO3)c(OC)c1 (stereo not drawn),-0.9,2,-2,-0.5,1,0,-15,-1,1,-9
CCCCOc1ccc(C(=O)NC(=S)Nc2ccc(CN3CCOCC3)cc2)cc1,-2.9,1,-5,-2.9,-2,-5,7,0,0,-16
Cc1oc(-c2cccc(Cl)c2)nc1CSc1nc2c(c(=O)[nH]1)CCC2,-0.3,12,-9,0.2,3,2,-5,-9,/,17
C=CCc1c(OC(C)=O)c2ccccc2n(C)c1=O,-3.0,6,0,1.1,-2,8,-11,-2,-1,9
COc1ccc(C)cc1S(=O)(=O)N1CCN(C(=O)c2ncoc2-c2ccc(C)cc2)CC1,-4.0,0,1,1.7,2,-4,-1,6,-3,/
C1CCN2CC3CC(CN4CCCC[C@@H]34)[C@H]2C1,0.0,-8,-2,1.7,0,-3,0,5,-5,9
C#CCOCCOCCOCCNc1nc(N2CCN(C(=O)[C@H](CCCN=C(N)N)n3cc(C(N)[C@H](C)CC)nn3)CC2)nc(N2CCN(C(=O)[C@H](CC(N)=O)n3cc(C(N)[C@@H](C)CC)nn3)CC2)n1 (stereo partly drawn),0.6,4,-1,-0.3,-5,3,-3,-7,-5,11
CC(=O)Nc1ccc(S(=O)(=O)NC(CC(=O)NCCc2ccccc2)C(C)C)cc1 (stereo not drawn),-0.7,-3,4,1.0,-1,4,-4,-4,-2,21
COc1ccc(NC(=O)c2c(Cl)cnn2C)c(C)c1,-0.9,-7,/,0.1,-1,-4,-2,-4,-2,13
CCCc1cc(N2CCCC2)n2nc(C)c(-c3ccccc3)c2n1,-1.1,0,3,1.4,-8,6,-4,-2,-3,-78
CC1CCC2(CC1)NC(=O)N(CC(=O)Nc1ccccc1-c1ccccc1)C2=O (stereo not drawn),-0.5,2,-8,0.7,2,-1,-14,3,-2,6
O=C(NN1CCOCC1)c1ccc(S(=O)(=O)N2CCCCC2)cc1,0.1,-1,6,-2.0,0,-2,-2,-2,1,/

Further compounds:
Compound,CAL PDZ FP-1,PKA-R2B act,Rtt109 HAT inh,C-LANA FP,DAGLB inhibitor,RTF Ca sens act,Cardiac RTF inh,Keap1-Nrf2 PPI,CAL PDZ FP-2,SR-BI uptake up
COc1ccccc1N(C)S(=O)(=O)c1ccc(C(=O)Nc2cccc(Br)c2)cc1,-1.1,-14,5,3.6,-2,2,-1,-1,-10,-36
Cc1cccc(NS(=O)(=O)c2cccc(C(=O)N3CC(C)OC(C)C3)c2)c1 (stereo not drawn),-2.6,-6,-3,0.4,0,1,-4,-3,-3,13
COc1ccccc1CNC(=O)CCCOc1cc(=O)n(C)c2ccccc12,-0.5,5,4,0.1,2,2,-5,2,7,-29
CCn1c(=O)cc(OCC(=O)NCCCN2CC(C)CC(C)C2)c2ccccc21 (stereo not drawn),-0.2,3,-3,-0.3,1,-4,-6,2,-1,19
O=C(Nc1ccccc1C(=O)O)c1ccc(Br)c(S(=O)(=O)NCc2ccccc2)c1,-5.7,-8,3,-1.5,11,-12,-8,0,-1,-9
COc1ccc(C(=O)O/N=C(/c2ccccc2)c2ccncc2)cc1OC,-2.9,0,-10,-0.5,-5,5,1,3,0,-55
O=C(OCC1CCCN2CCCCC12)c1ccc2c(c1)OCO2 (stereo not drawn),-1.4,-8,0,1.0,-1,-1,-4,2,-3,3
CCN(CC)S(=O)(=O)c1cc(C(=O)Nc2cc(C)on2)c(Cl)cc1Cl,-0.9,-10,11,-0.9,-6,-1,-8,1,/,8
CN(CC(=O)Nc1cccc(F)c1)C(=O)c1cn(-c2ccccc2)nc1-c1ccc(F)cc1,-0.3,-7,6,0.0,-2,-1,-9,-1,-1,4
CC(=O)N1CCOc2ccc(S(=O)(=O)Nc3ccc(C)cn3)cc21,-0.6,-8,2,0.8,3,3,-6,0,-1,10
COc1cc(OC)c(C2SCCS2)c(OC)c1,0.0,-14,-9,2.4,-4,3,-7,-2,-1,7
O=C(NC(=S)NCc1ccccc1)C1CCCCC1,-2.0,-1,4,-1.0,-4,-5,-9,-3,-4,-14
Cc1ccc(NC(=O)COc2ccccc2)cc1Cl,-2.4,-12,2,1.1,-13,-5,-10,-3,-2,19
CCc1ccc2c(CC(=O)Nc3cccc(S(=O)(=O)N4CCOCC4)c3)coc2c1,-0.4,-4,-3,-0.6,-4,-2,-4,2,/,-33
CC1CCCN(CCCNC(=O)c2ccc(NC(=O)C3=CSCCO3)cc2)C1 (stereo not drawn),-2.4,2,0,-0.6,-2,3,-3,-4,0,-7
Cc1ccc(NC(=O)COC(=O)Cc2c(F)cccc2Cl)cc1S(=O)(=O)N1CCOCC1,-3.2,-6,4,-0.8,1,2,-1,3,-3,-16
CC(NC(=O)C(Cc1ccccc1)NC(=O)c1ccccc1)C(=O)O (stereo not drawn),0.6,-16,-15,-4.0,0,0,-5,1,-5,2
CCCn1c(C)cc(/C=C(\C#N)C(=O)OCC(=O)Nc2ccc(OC)c(Cl)c2)c1C,-0.4,0,-4,-0.6,-7,8,-1,-3,-3,-16
Cc1cccc2c(N=O)c(O)n(CCc3ccccc3)c12,-3.6,-5,-2,1.0,-9,-5,-2,5,-4,-5
COc1ccccc1-c1nnc(SCC(=O)NC2CCCCC2)n1C,-2.0,1,0,0.6,-2,-4,3,3,2,/
CCOC(=O)c1cccnc1SCC(=O)NCc1ccccc1,-1.5,1,9,1.1,-2,6,-3,1,/,23
O=C(NCCc1ccc(Cl)cc1)C1CCN(S(=O)(=O)c2cccc3nonc23)CC1,0.9,-6,3,-0.2,4,3,0,-7,-6,-24
CCOP(=O)(OCC)C(NC(=O)c1cccs1)C(F)(F)F (stereo not drawn),0.5,3,3,-0.2,-1,4,6,-11,4,25
CCC(C(=O)NCCc1c[nH]c2cc(OC)ccc12)c1ccccc1 (stereo not drawn),1.0,0,-4,0.4,-1,5,-3,-2,-7,20
Cc1ccc(S(=O)(=O)N2CCSC2C(=O)O)cc1 (stereo not drawn),-0.6,0,-4,-0.5,1,-2,-4,-2,-3,6

Taken from above:
CCOP(=O)(OCC)C(NC(=O)c1cccs1)C(F)(F)F (stereo not drawn) – C-LANA FP: -0.2
Cc1ccc(NC(=O)COC(=O)Cc2c(F)cccc2Cl)cc1S(=O)(=O)N1CCOCC1 – Cardiac RTF inh: -1

Remaining list, next part
Compound,CAL PDZ FP-1,PKA-R2B act,Rtt109 HAT inh,C-LANA FP,DAGLB inhibitor,RTF Ca sens act,Cardiac RTF inh,Keap1-Nrf2 PPI,CAL PDZ FP-2,SR-BI uptake up
COc1cc(C(C)=O)ccc1OC(=O)c1cc2cccc(OC)c2oc1=O,-3.1,-8,2,-0.6,-1,3,1,-1,-2,13
CCOC(=O)[C@@H]1[C@H]2COc3cc(OC)ccc3[C@@H]2N2C(=O)N(c3ccc(F)cc3)C(=O)[C@@]12C,-0.7,0,11,4.7,-2,-3,2,-3,7,0
Cc1ccc(NC(=O)CN(C)Cc2ccc(F)cc2)c([N+](=O)[O-])c1,-0.4,-2,-4,1.0,-18,-2,10,3,-3,-12
O=C(O)C1CCCN1C(=O)C12CC3CC(CC(C3)C1)C2 (stereo not drawn),-0.3,4,-2,1.7,-2,-3,-1,-2,-2,-6
O=C(Nc1ccccc1)C1CCCCC1,-0.4,3,9,-0.7,2,-1,-7,-2,0,-4
CCCCCC(=O)N1CCN(c2ccc(C(C)=O)cc2F)CC1,-0.6,4,9,0.6,0,-2,-4,4,9,-7
CCOc1ccc(NC(=O)COc2ccc(C(=O)NC3CCCc4ccccc43)cc2OC)cc1 (stereo not drawn),0.5,1,5,1.1,-4,0,11,0,1,-65
O=C(c1ccc(F)cc1)N1CCC(C(=O)N2CCN(S(=O)(=O)c3cccc(F)c3)CC2)CC1,-1.2,2,4,0.8,1,-3,1,-1,-5,-8
CCOC(=O)C1(Cc2cccc(Cl)c2)CCCN(C(=O)c2occc2C)C1 (stereo not drawn),-0.6,1,-2,-0.9,-8,-4,-6,2,-3,7

Entries of single compounds, quoted from the list.
Cc1ccc(NC(=O)CN(C)Cc2ccc(F)cc2)c([N+](=O)[O-])c1 in the list: CAL PDZ FP-1: -0.4; PKA-R2B act: -2; Rtt109 HAT inh: -4; C-LANA FP: 1.0; DAGLB inhibitor: -18; RTF Ca sens act: -2; Cardiac RTF inh: 10; Keap1-Nrf2 PPI: 3; CAL PDZ FP-2: -3; SR-BI uptake up: -12
CCOC(=O)C1(Cc2cccc(Cl)c2)CCCN(C(=O)c2occc2C)C1 (stereo not drawn) in the list: CAL PDZ FP-1: -0.6; PKA-R2B act: 1; Rtt109 HAT inh: -2; C-LANA FP: -0.9; DAGLB inhibitor: -8; RTF Ca sens act: -4; Cardiac RTF inh: -6; Keap1-Nrf2 PPI: 2; CAL PDZ FP-2: -3; SR-BI uptake up: 7
